Compound activity deposited in PubChem BioAssay by several laboratories.
Yp Topo-I inh: inhibitors of Yersinia pestis topoisomerase I | Y. pestis Topo-I cleavage product accumulation, plate reader | activity, % at 10 µM | 360,000 compounds, 0.064% hits | AID 504884; in the data active = activity above about 50%, passing the limit was not always enough; note: inactives centre near 2
BoNT A protease: blocks Botulinum neurotoxin A light chain protease; multiplex microsphere protease substrate cleavage, flow cytometry; AID 588499; 360,000 compounds, 0.17% hits; inhibition, % at 10 µM; note: plate controls were buffer without enzyme for full effect and enzyme alone for no effect
Anthrax LF inh2: anthrax lethal factor protease inhibition. multiplex microsphere protease cleavage assay, LF. inhibition, % at 10 µM. 360,000 compounds, 0.12% hits; note: plate controls were buffer without enzyme for full effect and enzyme alone for no effect
Target sequence (P15917 whole entry, looked up): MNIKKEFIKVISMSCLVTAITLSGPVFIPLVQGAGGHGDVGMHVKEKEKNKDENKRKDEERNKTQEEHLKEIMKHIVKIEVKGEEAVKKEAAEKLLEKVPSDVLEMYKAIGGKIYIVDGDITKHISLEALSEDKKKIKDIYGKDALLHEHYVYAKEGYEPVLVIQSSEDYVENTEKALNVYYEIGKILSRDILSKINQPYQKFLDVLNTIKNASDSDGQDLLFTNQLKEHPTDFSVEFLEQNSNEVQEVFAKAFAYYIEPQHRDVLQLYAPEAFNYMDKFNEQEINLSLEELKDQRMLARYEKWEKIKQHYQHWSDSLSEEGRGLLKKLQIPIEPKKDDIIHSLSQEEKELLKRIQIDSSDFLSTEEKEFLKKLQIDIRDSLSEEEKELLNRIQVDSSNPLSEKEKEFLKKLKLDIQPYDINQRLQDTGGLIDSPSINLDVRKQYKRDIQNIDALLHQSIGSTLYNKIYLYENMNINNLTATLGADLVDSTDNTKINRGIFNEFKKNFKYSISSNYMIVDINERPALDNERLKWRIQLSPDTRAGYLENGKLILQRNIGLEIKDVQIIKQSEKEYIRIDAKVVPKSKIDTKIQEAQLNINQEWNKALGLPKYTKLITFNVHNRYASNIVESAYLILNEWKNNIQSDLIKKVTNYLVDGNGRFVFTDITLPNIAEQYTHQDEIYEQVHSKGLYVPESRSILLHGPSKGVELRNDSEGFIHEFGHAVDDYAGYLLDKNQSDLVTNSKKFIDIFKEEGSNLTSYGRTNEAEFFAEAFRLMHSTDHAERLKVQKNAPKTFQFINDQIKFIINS
PriA SSB inh: blocks PriA binding to SSB C-terminal tail. AlphaScreen SSBct-PriA binding, biotinylated peptide. inhibition, % at 33 µM. 430,000 compounds, 0.6% hits; in the data active = inhibition mostly above about 37%, no sharp cut-off; inactive = mostly below about 20%;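 note: plate controls were negative control peptide for no effect and reference peptide for full effect; strong numbers were not always called active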
PfHsp40 rescue: compounds rescuing yeast from Plasmodium falciparum HSP40 toxicity; growth rescue, % at 12.5 µM; S. cerevisiae expressing PfHsp40, growth rescue, ATP luminescence; 340,000 compounds, 0.68% hits; AID 504582; in the data active = growth rescue above about 28%, passing the limit was not always enough;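 note: yeast W303a lacking pdr1 and pdr3 grown in galactose medium; growth measured after three days at 30 °C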
PrPC TRFRET: reduces human prion protein on the cell surface; inhibition, % at 13.8 µM; cell surface PrPC, TR-FRET read-out; 370,000 compounds, 0.43% hits; in the data active = inhibition above about 24%; note: 0% = median of the test wells and 100% = reference compound wells
BH1578 lux ind: induces V. cholerae light production without autoinducers. V. cholerae BH1578 lux reporter, luminescence, 6 h. activation, % at 18.7 µM. 350,000 compounds, 0.16% hits. AID 588436; in the data active = activation mostly above about 9.7%, no sharp cut-off; note: not every result past the cut was called active; inactives centre near 0; reference of the scale not given here
3CLpro inhibitor: SARS-CoV 3CLpro protease inhibition; inhibition, % at 6 µM; 290,000 compounds, 0.14% hits; P0C6X7; recombinant SARS-CoV 3CLpro, quenched FRET peptide cleavage; in the data active = inhibition above about 12%
TcdB GH inh: inhibitors of Clostridioides difficile toxin B glycohydrolase. P18177. TcdB glycohydrolase enzymatic assay, plate reader. inhibition, % at 9.99 µM. 350,000 compounds, 0.24% hits. AID 652162; in the data active = inhibition above about 10%
* = called active by the depositor; i = inactive; · = no result given; & = joins results of further samples. Cut-off read from the data, not from the text of the source, unless noted: active = inhibition above about 30%; inconclusive = no clear call, values can overlap the other calls; inactive = below that.

The first 3 compounds, ahead of the listing:
1	COc1cc(Cl)c(C)cc1NC(=O)COC(=O)CCc1nc2ccccc2c(=O)[nH]1
2	Cc1ccccc1NC(=O)c1oc(=O)c2ccccc2c1-c1ccccc1
3	COc1cc(NC(=S)N2CCN(CCO)CC2)cc(OC)c1
Assay by compound	1	2	3
Yp Topo-I inh	-6	4	-4
BoNT A protease	-4.3	-0.3	3.8
Anthrax LF inh2	3	-3	-15
PriA SSB inh	-6	0	-5
PfHsp40 rescue	0.6	-0.5	-0.5
PrPC TRFRET	5	-4	5
BH1578 lux ind	-0.7	-0.6	-0.2
3CLpro inhibitor	·	1	-4
TcdB GH inh	1.4	·	-0.4

The listing, from the first entry:
1	COc1cc(Cl)c(C)cc1NC(=O)COC(=O)CCc1nc2ccccc2c(=O)[nH]1
2	Cc1ccccc1NC(=O)c1oc(=O)c2ccccc2c1-c1ccccc1
3	COc1cc(NC(=S)N2CCN(CCO)CC2)cc(OC)c1
4	O=c1c2oc3ccccc3c2ncn1Cc1ccccc1F
5	CCc1nc(SCC(=O)Nc2ccc(OC)cc2[N+](=O)[O-])n[nH]1
6	O=C(O)CCCNS(=O)(=O)c1ccc(F)cc1
7	CCc1ccc(-c2nc(CSCC(=O)NC3CC3)c(C)o2)cc1
8	Cc1ccc2[nH]c(=O)c(CN(Cc3cccs3)Cc3nnnn3CC3CCCO3)cc2c1 (stereo unspecified)
Assay by compound	1	2	3	4	5	6	7	8
Yp Topo-I inh	-6	4	-4	-5	1	-6	7	28
BoNT A protease	-4.3	-0.3	3.8	0.7	-0.8	-1.5	-0.5	-0.2
Anthrax LF inh2	3	-3	-15	5	-1	-1	0	-3
PriA SSB inh	-6	0	-5	-14	-7	-4	-2	-2
PfHsp40 rescue	0.6	-0.5	-0.5	-1.5	-0.6	-0.4	-0.5	105*
PrPC TRFRET	5	-4	5	6	-9	6	6	-5
BH1578 lux ind	-0.7	-0.6	-0.2	-1.6	i	5.9	i	i
3CLpro inhibitor	·	1	-4	-2	-2	-1	0	0
TcdB GH inh	1.4	·	-0.4	·	0.5	·	-0.6	·

9	CN(C)CCN(C(=O)c1ccc2c(c1)OCCO2)c1nc2c(Cl)cccc2s1
10	CC1(C)CCC(=O)N2CC[C@H]3C[C@H](OC(=O)Nc4ccc(Br)cc4)C[C@@H]1[C@H]32
11	CCCc1cc(Nc2c(C)n(C)n(-c3ccccc3)c2=O)n2c(nc3ccccc32)c1C#N
12	O=C(O)CN1C(=O)/C(=C\c2ccccc2OCc2ccc(Cl)cc2Cl)SC1=S
13	Cc1cc(C)cc(OCC(=O)Nc2cnn(CCCC(=O)O)c2)c1
14	CC(=O)c1cccc(NC(=O)COc2ccc(S(=O)(=O)N3CCCCC3)cc2)c1
15	O=C1CN(N=Cc2ccco2)C(=O)N1
16	C/C=C\C=C\C(=O)N1CC2(CC(c3cccc(NC(=O)COc4ccc(Cl)cc4)c3)=NO2)C[C@H]1C(N)=O (stereo partly specified)
Assay by compound	9	10	11	12	13	14	15	16
Yp Topo-I inh	7	5	-9	3	0	5	-5	23
BoNT A protease	0.7	-0.9	-2.0	0.5	1.6	-0.5	-0.4	0.1
Anthrax LF inh2	0	-6	0	7	0	-3	8	0
PriA SSB inh	20	-3	-10&-9	10	-2	-17	-3	-14
PfHsp40 rescue	0.8	1.6	-1.2	53*	0.0	1.2	-0.1	1.1
PrPC TRFRET	-8	4	-1	2	0	4	-3	0
BH1578 lux ind	-0.6	i	-3.0	-0.4	-4.5	-3.0	i	i
3CLpro inhibitor	-5	2	2	-1	-4	-4	·	·
TcdB GH inh	1.9	0.9	·	0.9	1.5	·	-6.1	0.2

Reformatted with two lines to a compound: three of the compounds above
Value order – Yp Topo-I inh, BoNT A protease, Anthrax LF inh2, PriA SSB inh, PfHsp40 rescue, PrPC TRFRET, BH1578 lux ind, 3CLpro inhibitor, TcdB GH inh
11	CCCc1cc(Nc2c(C)n(C)n(-c3ccccc3)c2=O)n2c(nc3ccccc32)c1C#N
  -9, -2.0, 0, -10&-9, -1.2, -1, -3.0, 2, ·
12	O=C(O)CN1C(=O)/C(=C\c2ccccc2OCc2ccc(Cl)cc2Cl)SC1=S
  3, 0.5, 7, 10, 53*, 2, -0.4, -1, 0.9
13	Cc1cc(C)cc(OCC(=O)Nc2cnn(CCCC(=O)O)c2)c1
  0, 1.6, 0, -2, 0.0, 0, -4.5, -4, 1.5

(continued)
17	CC1CCC(NC(=O)C2CCN(c3cnccn3)CC2)CC1 (stereo unspecified)
18	CCCNC(=O)NC(=O)COc1ccc(-c2ccc(C#N)cc2)cc1
19	CCCn1nc(C(=O)Nc2ccc3c(c2)OCO3)c2ccccc2c1=O
20	NC(=O)c1ncn([C@@H]2O[C@H](CNCc3ccc(OCC(=O)Nc4nccs4)cc3)[C@@H](O)[C@H]2O)n1
21	Cc1ccc(S(=O)(=O)N(C)CCCC(=O)NCc2ccc3c(c2)OCO3)cc1
22	Cc1csc(=O)n1CCC(=O)OCC(=O)Nc1ccc(F)c(F)c1F
23	O=C1CC(c2ccccc2)Sc2nc3ccccc3n21 (stereo unspecified)
24	CCc1ccc(/C=C2/C(=O)N(CC)C(=S)N2C)s1
25	CN(C(=O)c1ccc(NC(=O)Cc2cccc([N+](=O)[O-])c2)cc1)C1CCCC1
26	COc1ccc(NS(=O)(=O)c2c(C(=O)N3CCCCCC3)c(C)n(C)c2C)cc1OC
27	CC(=O)NC(NC(=S)Nc1ccc(S(N)(=O)=O)cc1)C(Cl)(Cl)Cl (stereo unspecified)
Assay by compound	17	18	19	20	21	22	23	24	25	26	27
Yp Topo-I inh	5	1	4	-2	0	5	-2	-10	33	-3	-5
BoNT A protease	0.7	0.4	5.5	0.0	0.8	3.8	1.3	3.1	0.4	4.1	-1.1
Anthrax LF inh2	-1	-5	0	4	0	1	-6	0	-4	8	6
PriA SSB inh	-6	-14	-5	-5	1	-1	0	-20	3	7	-2
PfHsp40 rescue	-0.3	-0.1	1.1	0.1	-1.4	1.4	0.0	-0.3	-0.6	-0.5	0.0
PrPC TRFRET	-1	-1	-7	-6	7	-6	11	7	-19	3	7
BH1578 lux ind	-0.7	-0.5	i	i	3.6	-2.9	1.6	0.1	-0.3	i	i
3CLpro inhibitor	-1	2	·	·	3	·	-1	4	·	-4	2
TcdB GH inh	·	2.7	-0.9	1.3	·	0.3	0.8	1.5	0.6	-5.3	1.0

Only part of the results is shown, so the mix of outcomes need not match the whole.
